# Source: PubChem BioAssay
# SR-BI HDL uptake = inhibitors of mouse SR-BI mediated HDL lipid uptake | Q61009 | ldlA[mSR-BI] CHO cells, DiI-HDL uptake fluorescence, 3 h | inhibition, % at 12.5 µM | actives 0.96% (n = 320,000);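 active = mean replicate inhibition of at least 70% and a set share of replicates each scoring 70 or more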;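 also: 0% = median of neutral control wells and 100% = median of positive control wells; values of inactives mirror those of a sister screen read the other way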
# MITF TRPM1 HTS = activators of MITF-driven TRPM1 promoter activity in SK-MEL-5 cells. SK-MEL-5 TRPM1-promoter luciferase, 24 h; % of positive control, neutral wells = 0. activation, % at 12.5 µM. actives 0.75% (n = 300,000);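 active = mean activation of at least 80% with every replicate also reaching 80%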;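 also: 0% = neutral control wells and 100% = parthenolide positive control wells; values of inactives mirror those of a sister screen read the other way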
# Arrestin-AP2 inh = blocks beta-arrestin peptide binding to AP2 adaptin; FITC-arrestin peptide / GST-AP2 beads, flow cytometry; AP2 beta2 appendage carries R879A mutation; inhibition, % at 10 µM; actives 0.31% (n = 340,000); AID 504490;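 active = inhibition above a set limit, near 3 SD of compounds lacking own fluorescence, cut at about 54% in these data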;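 also: plate controls were DMSO wells for no effect and 5 µM unlabelled arrestin peptide for full effect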
#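 System: GST-AP2 R879A glutathione beads; medium: PBS, Tween 20 0.05%, BSA 0.1%; reagent: fluorescein-tagged arrestin peptide at 50 nM final; schedule: pre-incubation 12 min, peptide binding 1 h, room temperature; detection: flow cytometry, FL1 (488/535 nm); read-out: inhibition as reduced fluorescein signal on beads, percent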
# Mot1-301 SUMO = blocks SUMOylation pathway, rescuing yeast Mot1-301 growth; S. cerevisiae Mot1-301 growth rescue, ATP luminescence, 38.5C; percent above DMSO median, 100 means doubled; growth rescue, % at 18.8 µM; actives 1% (n = 320,000);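 active = every valid replicate shows activation above 250% relative to neutral control wells; inactive = the rest, any valid replicate at or below 250%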;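 also: OY570 slx delta 5 strain wells were the positive control but not used for scaling; some compounds called inactive have numbers as strong as hits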
# SR-BI uptake up = SR-BI HDL lipid transfer activation | CHO ldlA[mSR-BI] cells, DiI-HDL uptake fluorescence, 3 h; 100 = double the neutral-control signal | actives 0.096% (n = 320,000) | activation, % at 12.5 µM;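 active = mean replicate activation of at least 60% and every replicate at or above 60%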;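 also: 0% = median plate neutral-control signal and 100% = twice that signal; values of inactives mirror those of a sister screen read the other way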
#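 Test system: SR-BI-overexpressing, LDLR-lacking CHO cells; Medium: Ham's F12 with 0.5% BSA, HEPES 25 mM, pH 7.4; Schedule: 3 h, 37 °C; Technique: bottom-read fluorescence, 550/595 nm.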
# dFosB act = mouse delta FosB homodimer activation; purified delta FosB, TAMRA-CDK5 oligo fluorescence polarization; percent of positive-control signal above neutral wells; activation, % at 25 µM; actives 0.99% (n = 340,000); AID 493131;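 active = mean activation above about 17%, with every replicate also reaching it, limit read from the data, passing the limit was not always enough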;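 also: fluorescence polarization rise as delta FosB binds a TAMRA Cdk5 AP-1 oligo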
# CDK5 inh = blocks human CDK5/p35 kinase activity; Recombinant CDK5/p35, ADP-Glo luminescence, 60 min; inhibition, % at 10 µM; actives 0.01% (n = 330,000); AID 488839;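 active = highest replicate inhibition of at least 50% and at least 75% of replicates reaching 50%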;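 also: plate controls were DMSO neutral control for no effect and GW8510 at 10 µM for full effect; many of its hits are not listed in these tables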
# Target sequence (Q00535 whole entry, looked up): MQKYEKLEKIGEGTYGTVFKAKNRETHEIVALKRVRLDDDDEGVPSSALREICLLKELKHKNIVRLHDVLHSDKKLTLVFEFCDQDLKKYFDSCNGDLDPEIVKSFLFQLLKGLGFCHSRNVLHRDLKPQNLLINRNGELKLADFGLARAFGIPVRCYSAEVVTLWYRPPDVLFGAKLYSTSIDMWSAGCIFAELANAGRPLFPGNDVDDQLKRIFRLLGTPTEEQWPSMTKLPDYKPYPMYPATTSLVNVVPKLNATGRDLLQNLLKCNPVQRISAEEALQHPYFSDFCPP
# Target sequence (Q15078 whole entry, looked up): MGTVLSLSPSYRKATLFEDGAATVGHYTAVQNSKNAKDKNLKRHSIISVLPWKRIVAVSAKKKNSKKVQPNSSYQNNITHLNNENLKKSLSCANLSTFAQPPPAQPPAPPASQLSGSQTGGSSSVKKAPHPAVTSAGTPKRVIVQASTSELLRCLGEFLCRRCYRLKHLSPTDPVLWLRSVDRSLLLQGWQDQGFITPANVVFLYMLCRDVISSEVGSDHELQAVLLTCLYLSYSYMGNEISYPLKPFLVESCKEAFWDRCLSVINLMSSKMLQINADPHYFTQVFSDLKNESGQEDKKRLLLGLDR
# PKA-R2B activ = PKA-R2B complex activation; P22694+P31323; PKA-R2B holoenzyme dissociation, Cy5-IP20 fluorescence polarization; R2B truncated from residue 108, S112A mutant; 0% DMSO only, 100% 113 µM cGMP; activation, % at 11.4 µM; actives 0.079% (n = 340,000); AID 504700;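 active = activation above a cutoff set at the mean over all compounds plus 3 SD, cut at about 18% in these data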;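 also: higher means more holoenzyme dissociation and a rise in polarization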
# Target sequence (P31323 whole entry, looked up, other chains not shown, the tested form may be a part): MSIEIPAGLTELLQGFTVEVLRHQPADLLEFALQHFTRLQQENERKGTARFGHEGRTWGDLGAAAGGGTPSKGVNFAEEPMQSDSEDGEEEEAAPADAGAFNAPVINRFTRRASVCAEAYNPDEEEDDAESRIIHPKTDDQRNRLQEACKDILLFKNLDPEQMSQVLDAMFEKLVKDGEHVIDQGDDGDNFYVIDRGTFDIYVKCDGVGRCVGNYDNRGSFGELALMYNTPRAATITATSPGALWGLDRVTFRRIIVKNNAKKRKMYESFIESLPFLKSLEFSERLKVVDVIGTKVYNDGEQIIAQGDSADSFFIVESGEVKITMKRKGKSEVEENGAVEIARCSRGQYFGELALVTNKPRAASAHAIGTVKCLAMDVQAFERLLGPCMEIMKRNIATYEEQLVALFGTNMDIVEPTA
# PKA-R1A act = activates the PKA-R1A holoenzyme complex. PKA-R1A dissociation, Cy5-IP20 fluorescence polarization; scaled: DMSO 0%, 113 µM cGMP 100%. activation, % at 11.4 µM. actives 0.083% (n = 340,000);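 active = percent activation above the mean of all tested compounds plus 3 SD, cut at about 19% in these data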;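 also: higher means more PKAc released from R1A so a rise in polarization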
# Pemphigus Ab inh = human desmoglein-3 autoantibody binding inhibition | binding (percent of control), % at 10 µM | actives 0.48% (n = 310,000) | P32926 | DSG3-coupled beads, scFv-anti-DSG3-GFP binding, flow cytometry; hits give low values;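 active = binding more than 3 SD below its plate's average and above zero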;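 also: hits lower antibody fragment binding to DSG3; some compounds called inactive have numbers as strong as hits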
# NSD2 inh = NSD2 (human) methyltransferase inhibition | NSD2 peptide methylation, AlphaScreen, 120 min | inhibition, % at 12.5 µM | actives 0.54% (n = 310,000); in the data active = inhibition above about 50%
# The depositor's hits bear a star; . = not tested or not shown.
SR-BI HDL uptake	MITF TRPM1 HTS	Arrestin-AP2 inh	Mot1-301 SUMO	SR-BI uptake up	dFosB act	CDK5 inh	PKA-R2B activ	PKA-R1A act	Pemphigus Ab inh	NSD2 inh	Compound
5	-19	43	145	-5	-1	-0.8	13	-4	100	0	CCOC(=O)N1CCN(C(=O)c2cccc(N3C(=O)NC4CC3(C)Oc3ccc(Cl)cc34)c2)CC1 (configuration not stated)
-17	.	0	-18	17	-6	-0.7	-3	-4	98	.	CCN(CC(=O)Nc1cccc(OC)c1)C(=O)c1ccc(C)s1
17	13	-2	67	-17	7	-0.9	-3	-12	96	-1	CN1CCN(c2ccc(NC(=O)COc3ccc(Cl)cc3Cl)cc2)CC1
33	-65	-5	.	-33	-3	-0.3	-3	4	99	0	O=C(CNC(=O)c1cccc(F)c1)N/N=C/c1cc(Br)ccc1OC(=O)/C=C/c1ccco1
12	-90	7	378	-12	-5	-1.5	-9	0	103	-2	CCOC(=O)C(C)(C)N(Cc1ccc(C)cc1)S(=O)(=O)c1ccc(Cl)c([N+](=O)[O-])c1
-15	60	-3	2	15	-10	0.7	0	8	106	.	Cc1nn(C)c(C)c1/C=C/C(=O)c1ccccc1
49	-2	11	18	-49	0	0.9	-2	-10	103	1	COc1ccc(NC(=O)COc2ccccc2)cc1NC(=O)c1ccco1
4	-18	5	.	-4	-5	0.1	-8	-10	103	-3	CC(C)N(C(=O)COC(=O)c1cccc(S(=O)(=O)N2CC3(C)CC2CC(C)(C)C3)c1)C(C)C (configuration not stated)
-8	.	-1	62	8	3	-4.5	-5	-2	112	1	O=C(Nc1ccccc1NC(=O)c1ccccc1F)c1ccccc1F
0	-4	15	-10	0	-4	-0.6	4	11	125	-1	Cc1cccc2cc3c(N)c(C(=O)N4CCc5ccccc54)sc3nc12
0	-10	-3	-3	0	-4	-1.0	-6	-4	104	-2	COc1ccccc1CC(=O)N(Cc1ccccc1)c1cccc(C)c1
-18	3	-15	.	18	-3	0.3	-7	-3	96	-2	CCC1(c2ccccc2)NC(=O)N(CC(=O)NC2CCCC2)C1=O (configuration not stated)
3	-14	8	120	-3	-3	-0.6	-2	-4	101	2	Cc1ccc(N2CCN(C(=S)c3ccc(-c4cccc([N+](=O)[O-])c4)o3)CC2)cc1
-20	4	25	8	20	-4	2.6	-4	-1	98	-2	N#CCCn1cc(/C=N/O)c(-c2ccc(F)cc2)n1
-25	-20	33	5	25	9	-1.5	5	-2	97	1	O=C(CSc1nc2ccc(Nc3nc(N4CCOCC4)nc(N4CCOCC4)n3)cc2s1)Nc1ccccc1Cl
-29	13	-5	28	29	0	-0.1	-9	9	112	.	COc1ccc(S(=O)(=O)NCc2csc(-c3cccnc3)n2)cc1
-18	4	20	38	18	-6	0.3	8	-5	103	1	CCOC(=O)N1CCN(C(=O)c2ccc(Cl)c(S(=O)(=O)N3CCOCC3)c2)CC1
.	0	-9	-23	.	-4	-0.1	-7	5	89	-5	CCCC(=O)Nc1nnc(SCC(=O)N2CCN(c3ccccc3)CC2)s1
-50	-8	7	38	50	-5	2.3	-13	-3	97	-2	Nc1nnc(SCC(=O)N2CCN(c3ccccc3)CC2)n1-c1ccccc1
-4	8	-10	11	4	0	-0.9	-2	-8	109	-1	CCc1ccccc1NC(=O)N1CCc2ccccc2C1
-12	17	-7	168	12	-9	-3.8	-5	1	103	2	CCOCCCN(C(=O)c1snc(C(N)=O)c1N)C(C(=O)NC1CCCC1)c1ccc(OC)cc1 (configuration not stated)
16	-3	9	29	-16	0	-2.0	-8	17	102	.	N#Cc1ccc(C23CC4(C2)[C@H](CN(CC2CCCCC2)[C@@H]4c2ccccc2)C3c2ccccc2)cc1 (some centres not stated)
11	2	-4	684*	-11	1	-1.7	-4	-3	107	2	O=C(Nc1ccccc1F)C1CCN(C(=O)Cc2ccccc2)CC1
12	-6	8	-4	-12	-11	-0.6	7	-5	100	3	Cc1nn2c(c1-c1ccc(Cl)cc1)N=C(c1ccco1)CC2c1ccccc1 (configuration not stated)
-14	5	5	-8	14	-8	-1.1	-5	-12	120	8	O=C(NCc1cccnc1)C(=O)NCC(c1ccco1)N1CCN(c2ccc(F)cc2)CC1 (configuration not stated)
-1	2	-10	-3	1	6	-1.0	0	0	108	.	CC(=O)Nc1c(I)c(C(=O)N[C@H]2C(O)O[C@H](CO)[C@@H](O)[C@@H]2O)c(I)c(N(C)C(C)=O)c1I (some centres not stated)
16	40	15	2	-16	-32	-1.3	-2	-4	91	4	Cc1ccc(NC(=O)c2nc3nccc(C)n3n2)cc1S(=O)(=O)N1CCCCC1
37	-11	-3	-9	-37	0	-1.1	-2	-9	109	0	COC(=O)c1ccc(CSc2nnc(NC(=O)C3CC(=O)N(c4ccc5c(c4)OCCO5)C3)s2)cc1 (configuration not stated)
66	-18	-5	-12	-66	-10	0.4	1	-2	107	3	CCN(CC)S(=O)(=O)c1cc(NC(=O)c2ccc(-n3cncn3)c([N+](=O)[O-])c2)ccc1C
12	-6	-2	7	-12	-4	-0.7	-6	-12	125	0	O=C1OC(Nc2ccc3ncccc3c2)c2ccccc21 (configuration not stated)

# Ordered by value in PKA-R2B activ (smallest number first): 3 from the list above.
SMILES	PKA-R2B activ
CCC1(c2ccccc2)NC(=O)N(CC(=O)NC2CCCC2)C1=O (configuration not stated)	-7
O=C1OC(Nc2ccc3ncccc3c2)c2ccccc21 (configuration not stated)	-6
Cc1nn(C)c(C)c1/C=C/C(=O)c1ccccc1	0

# Carrying on:
SR-BI HDL uptake	MITF TRPM1 HTS	Arrestin-AP2 inh	Mot1-301 SUMO	SR-BI uptake up	dFosB act	CDK5 inh	PKA-R2B activ	PKA-R1A act	Pemphigus Ab inh	NSD2 inh	Compound
1	9	-1	-7	-1	1	1.5	-11	3	100	.	C[C@H]1COC(=O)[C@H](Cc2ccc(F)cc2)C/C=C\C[C@H](CC(=O)NCCO)C(=O)N1
.	69	21	-22	.	-6	0.2	-5	9	99	-5	CC1CCCCN1C(=O)CSc1nnc(-c2ccco2)o1 (configuration not stated)
5	-3	12	-7	-5	-7	1.0	-4	-16	102	-2	NNC(=O)c1sc2cc(C(F)(F)F)cnc2c1-c1cccnc1
21	-14	51	138	-21	6	0.4	-8	1	95	1	COC(=O)c1ccc(/C=C2/SC(=S)N(CCCC(=O)Nc3ccc(O)cc3)C2=O)cc1
3	-3	7	-12	-3	0	-2.6	-9	-4	109	-2	O=C(Cn1c(CO)nc2ccccc21)Nc1ccc2c(c1)OCCCO2
11	4	26	-4	-11	-3	0.7	-3	1	.	-2	C=C(C)CSc1nc2c(cc1C#N)CCC2
16	31	14	-5	-16	-9	0.7	-2	-15	103	0	Cc1cc2nc(-c3cccnc3SCC(=O)NC(C)C)[nH]c2cc1C
-16	3	5	-7	16	-6	1.0	-7	-13	106	-1	COCCN(C(=O)COC(=O)c1cnc(C)cn1)c1c(N)n(Cc2ccccc2)c(=O)[nH]c1=O
26	13	-8	-5	-26	12	-0.6	-9	3	105	36	CCOC(=O)c1[nH]c2c(c1C)C(=O)CC(c1ccc(OCC)c(OC)c1)C2 (configuration not stated)
21	16	-6	42	-21	-27	-4.1	1	-5	-1.9*	-5	O=C(N/N=C/c1ccncc1)c1sc2ccccc2c1Cl
4	-11	0	-2	-4	0	0.2	1	8	102	1	COc1cccc(CC2(CO)CCCN(Cc3cn[nH]c3-c3cc(C)ccc3C)C2)c1 (configuration not stated)
41	18	48	.	-41	-9	0.4	-4	-4	103	0	COc1ccccc1N(C)S(=O)(=O)c1ccc(C(=O)NCC(c2ccco2)N2CCCCC2)cc1 (configuration not stated)
35	-5	7	11	-35	-7	-2.5	-23	-12	110	9	COc1ccc(-c2onc(C)c2-c2ccc(C(=O)OC(C)C)o2)c(O)c1
-10	9	5	.	10	-3	-0.2	10	8	102	.	C#CCOCCOCCOCCNc1nc(N2CCN(C(=O)Cn3cc(CCO)nn3)CC2)nc(N2CCN(C(=O)Cn3cc(CC(C)O)nn3)CC2)n1 (configuration not stated)
.	-15	-12	1	.	-2	1.8	2	5	94	-1	CCCOc1ccc(C(=O)NC(=S)N2CCN(c3cc4c(cc3F)c(=O)c(C(=O)O)cn4CC)CC2)cc1
-22	2	-10	7	22	3	1.4	7	-5	.	-6	COc1ccccc1NC(=O)NNC(=O)CCc1ccccc1
8	.	-7	.	-8	-3	0.1	3	8	111	2	COc1ccccc1NS(=O)(=O)c1ccc(C)c(NS(=O)(=O)c2cc(NC(C)=O)ccc2OC)c1
29	6	-15	-18	-29	-1	-0.5	-3	-7	106	-3	COCCCNC(=O)C(=O)N/N=C/c1cc2c(cc1Br)OCO2
3	4	3	-7	-3	0	-7.7	-9	-7	122	-2	Cc1c(CCOC(=O)c2ccccc2)sc[n+]1Cc1ccccc1
-7	-9	-17	4	7	0	-0.9	2	-7	97	0	O=C(CC1C(=O)NCCN1C/C=C/c1ccccc1)NCCc1cccnc1 (configuration not stated)
-1	2	36	-6	1	-5	1.9	4	-4	117	0	CCC(=O)c1ccc(OCC(=O)OC(C)C(=O)NCc2ccc3c(c2)OCO3)cc1 (configuration not stated)
47	-4	2	10	-47	-7	0.8	0	-2	106	.	Cc1c(OC(C)C(=O)N[C@@H](Cc2ccccc2)C(=O)O)ccc2c3c(c(=O)oc12)CCCC3 (some centres not stated)
-15	77	12	-3	15	-8	0.9	3	-4	96	-1	COc1cc(O)oc1C=Nc1ccc(Oc2ccccc2)cc1
-38	-11	24	743	38	3	0.7	5	2	106	-2	CC(=O)NS(=O)(=O)c1ccc(NC(=O)C(Sc2ccccc2)c2ccccc2)cc1 (configuration not stated)
52	12	4	-5	-52	-7	-1.7	-1	-2	114	-1	BrC(/C=N/Nc1nc(N2CCOCC2)nc(N2CCOCC2)n1)=C/c1ccccc1
47	0	-11	-16	-47	0	-1.5	-2	-5	123	.	Cc1nc2ccccc2c(=O)n1CCN1CCOCC1

# A run of entries taken from the entries so far:
SR-BI HDL uptake	MITF TRPM1 HTS	Arrestin-AP2 inh	Mot1-301 SUMO	SR-BI uptake up	dFosB act	CDK5 inh	PKA-R2B activ	PKA-R1A act	Pemphigus Ab inh	NSD2 inh	Compound
26	13	-8	-5	-26	12	-0.6	-9	3	105	36	CCOC(=O)c1[nH]c2c(c1C)C(=O)CC(c1ccc(OCC)c(OC)c1)C2 (configuration not stated)
21	16	-6	42	-21	-27	-4.1	1	-5	-1.9*	-5	O=C(N/N=C/c1ccncc1)c1sc2ccccc2c1Cl

# Outcome played no part in choosing rows; overall some 4.7% were active at least once.
